NR1D1 modulator: modulators of Rev-erb alpha DNA binding, primary screen, biochemical, FITC-DNA, fluorescence polarization, uHTS | Rev-erbα–FITC-DNA binding, 90 min | activity, % at 10 µM | Nuclear receptor subfamily 1 group D member 1 (Homo sapiens), P20393 | 370,000 tested, 0.79% active;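 active means activity above about 14%, limit read from the data; passing the limit was not always enough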;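 further: 0% = DMSO wells with 35 nM protein and 100% = DMSO wells with 750 nM protein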
MBD2 inh: inhibitors of MBD2 binding to methylated DNA, primary screen, biochemical, TR-FRET, DNA-binding domain, human | Methyl-CpG-binding domain protein 2 (Homo sapiens), Q9UBB5 | MBD2 binding to methylated oligonucleotide | inhibition, % at 4.4 µM | 370,000 tested, 0.31% active | AID 686964, 2013; in the data active means inhibition above about 13%
hgDAF12 agonist: H. glycines DAF-12 receptor agonists, primary screen, cell-based, luminescence, HEK293, GAL4 fusion, UAS-luciferase | AID 687014, 2013 | HEK293 GAL4-hgDAF12 UAS-luciferase reporter, agonist luminescence; normalized to butyrate control | 370,000 tested, 1.8% active | activation, % at 6.8 µM | Nuclear hormone receptor DAF-12 (Heterodera glycines), GAL4 fusion;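 active means activation above a cutoff set at the mean of all screened compounds plus 3 SD, cut at about 10% in these data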;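 further: 0% = DMSO wells and 100% = sodium butyrate wells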
DAX1 inh-1: DAX1 (NR0B1) inhibitors on StAR promoter, primary screen, cell-based, luminescence, SF-1 (NR5A1), full-length DAX-1. HEK293T StAR-luciferase reporter, SF-1/DAX-1 repression relief. inhibition, % at 6.8 µM. 370,000 tested, 1.1% active. AID 652010, 2013;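 active means inhibition above the mean over all tested compounds plus 3 SD, cut at about 3.6% in these data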;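 further: 0% = DAX-1 cells with DMSO and 100% = cells lacking DAX-1 with DMSO; higher inhibition means more luminescence from relief of DAX-1 repression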
ssDAF12 agonist: S. stercoralis DAF-12 nuclear receptor activators, primary screen, cell-based, luminescence, HEK293, GRIP1 co-expression, lit1-tk-luc | 370,000 tested, 1% active | HEK293 ssDAF-12/GRIP1 lit1-tk-luc reporter; % of 3 µM dafachronic acid response | activation, % at 6.8 µM | Nuclear hormone receptor DAF-12 (Strongyloides stercoralis);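 active means activation above the mean over all tested compounds plus 3 SD, cut at about 0.9% in these data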;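 further: 0% = DMSO-only wells and 100% = 3 µM delta7-dafachronic acid wells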
PLC-beta3 inh: human PLC-beta3 inhibitors, primary screen, biochemical, fluorescence | 370,000 tested, 0.18% active | Purified PLC-beta3, fluorogenic substrate | inhibition, % at 12.2 µM | 1-phosphatidylinositol 4,5-bisphosphate phosphodiesterase beta-3 (Homo sapiens), Q01970; in the data active means inhibition above about 11%;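 further: 0% = median of compound wells on plate and 100% = full blocker control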
Target sequence (Q01970 whole entry, looked up): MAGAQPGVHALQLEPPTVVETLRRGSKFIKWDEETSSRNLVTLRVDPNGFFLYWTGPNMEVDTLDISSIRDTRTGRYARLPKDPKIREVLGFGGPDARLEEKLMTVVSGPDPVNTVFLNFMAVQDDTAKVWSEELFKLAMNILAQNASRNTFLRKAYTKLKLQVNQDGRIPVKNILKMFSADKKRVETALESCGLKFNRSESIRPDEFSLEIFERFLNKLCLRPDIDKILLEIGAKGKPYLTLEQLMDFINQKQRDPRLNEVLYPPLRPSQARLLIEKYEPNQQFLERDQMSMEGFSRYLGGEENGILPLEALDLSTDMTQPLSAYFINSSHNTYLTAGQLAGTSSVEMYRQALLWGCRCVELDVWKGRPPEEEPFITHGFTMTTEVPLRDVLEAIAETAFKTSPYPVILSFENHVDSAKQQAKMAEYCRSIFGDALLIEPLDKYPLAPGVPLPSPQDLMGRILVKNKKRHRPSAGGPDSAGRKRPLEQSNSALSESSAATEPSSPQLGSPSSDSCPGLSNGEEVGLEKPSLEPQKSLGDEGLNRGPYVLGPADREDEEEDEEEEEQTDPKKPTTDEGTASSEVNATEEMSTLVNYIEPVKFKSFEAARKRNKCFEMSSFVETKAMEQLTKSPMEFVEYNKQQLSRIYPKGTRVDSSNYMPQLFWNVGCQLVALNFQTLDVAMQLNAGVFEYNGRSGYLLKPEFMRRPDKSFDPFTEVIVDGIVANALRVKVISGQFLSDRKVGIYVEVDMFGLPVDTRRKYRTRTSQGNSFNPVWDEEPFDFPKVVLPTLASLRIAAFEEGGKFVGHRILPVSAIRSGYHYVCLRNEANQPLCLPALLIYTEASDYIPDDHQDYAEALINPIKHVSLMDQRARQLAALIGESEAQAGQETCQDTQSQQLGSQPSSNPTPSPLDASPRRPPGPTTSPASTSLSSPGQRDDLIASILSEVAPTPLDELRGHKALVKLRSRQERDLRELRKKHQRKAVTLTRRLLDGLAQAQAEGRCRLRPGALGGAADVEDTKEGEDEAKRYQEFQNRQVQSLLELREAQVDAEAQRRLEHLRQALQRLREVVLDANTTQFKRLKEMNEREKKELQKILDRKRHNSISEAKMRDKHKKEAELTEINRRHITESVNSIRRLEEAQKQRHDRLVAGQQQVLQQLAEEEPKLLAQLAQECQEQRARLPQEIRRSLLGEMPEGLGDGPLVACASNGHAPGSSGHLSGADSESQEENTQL
SMARCA2 act: SMARCA2 (BRM) function activators, primary screen, cell-based, luminescence, high throughput. MG213 cells, MMTV-luciferase reporter, dexamethasone, overnight. activation, % at 9.1 µM. 370,000 tested, 1% active; in the data active means activation above about 7.8%;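 further: 0% = vehicle wells and 100% = reference activator wells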
hcDAF12 agonist: H. contortus DAF-12 nuclear receptor activators, primary screen, cell-based, luminescence, HEK293, lit1-tk-luc reporter; HEK293 hcDAF-12 lit1-tk-luc reporter; 0% DMSO, 100% Δ7-dafachronic acid; activation, % at 6.8 µM; 370,000 tested, 1.4% active; AID 652067, 2013;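 active means activation above the mean of all tested compounds plus 3 SD, cut at about 5.5% in these data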;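 further: 100% = response to 3 µM Δ7-dafachronic acid high control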
DAX1 inh-2: DAX1 (NR0B1) inhibitors, primary screen, cell-based, HEK293, Gal4-DAX1, luciferase luminescence; Nuclear receptor subfamily 0 group B member 1 (Homo sapiens), P51843; HEK293 Gal4-DAX1 luciferase reporter; inhibition, % at 6.75 µM; 340,000 tested, 0.99% active; AID 504766, 2011;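 active means inhibition above the mean over all tested compounds plus 3 SD, cut at about 4.2% in these data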;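 further: 0% = DAX1-transfected cells with DMSO and 100% = empty-vector control cells with DMSO; inhibition shows as a rise in luminescence from relieved DAX1 repression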
ADAM17 inh: ADAM17 inhibitors, primary screen, biochemical, QFRET | Disintegrin and metalloproteinase domain-containing protein 17 (Homo sapiens), P78536 | recombinant ADAM17, EDANS/DABCYL FRET peptide cleavage | inhibition, % at 6.95 µM | 370,000 tested, 0.83% active;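 active means inhibition above the mean of compounds lying between control limits plus 3 SD, set per campaign, cut at about 8.5% in these data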;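 further: 0% = DMSO-only wells as the low control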
PLC-gamma1 inh: PLC-gamma1 enzyme inhibitors, primary screen, biochemical, fluorescence, purified enzyme; fluorogenic substrate; inhibition, % at 12.2 µM; 370,000 tested, 0.84% active; 1-phosphatidylinositol 4,5-bisphosphate phosphodiesterase gamma-1 (Homo sapiens), P19174; AID 720700, 2013; in the data active means inhibition above about 9.5%
* = called active by the depositor; i = inactive; · = not tested or not shown. No enrichment for hits; 7.4% or so of the library scored in one or more.

SMILES	NR1D1 modulator	MBD2 inh	hgDAF12 agonist	DAX1 inh-1	ssDAF12 agonist	PLC-beta3 inh	SMARCA2 act	hcDAF12 agonist	DAX1 inh-2	ADAM17 inh	PLC-gamma1 inh
O=C(COc1ccc(F)cc1)Nc1nc(-c2cccnc2)cs1	-3	-3	-1.9	0.7	-0.6	-11	0	2.9	2.6	-1	-9
O=C(OCC(=O)N1CCC(Cc2ccccc2)CC1)c1ccccc1NCCO	-6	-1	0.7	-1.2	-1.4	-479	0	-0.6	1.6	-393	i
Cc1c(CC(=O)N2CCC(O)CC2)c(=O)oc2cc3c(cc12)CCC1(CCCCC1)O3	-2	-5	-0.9	0.0	-0.5	-115	0	2.7	-0.3	i	-92
CN(C(=O)COC(=O)/C=C/c1ccc(C(F)(F)F)cc1)C1CCS(=O)(=O)C1 (stereo unspecified)	-2	0	1.5	0.1	-0.5	-1	-1	0.8	0.2	-1	0
O=C(c1ccco1)N1CCN(S(=O)(=O)c2ccccc2)CC1	-4	1	-0.7	0.0	-1.2	-3	-2	-2.2	-2.4	-6	-2
O=C(Nc1ccc(Cl)cc1)NC1CCS(=O)(=O)C1 (stereo unspecified)	5	3	-1.8	0.4	-1.1	2	-1	-0.4	1.1	-9	0
COc1ccc(C(C(=O)NCc2ccccc2)n2c(=O)c(-c3ccccc3)nc3ccccc32)cc1 (stereo unspecified)	4	2	0.9	0.1	-0.8	-39	-5	0.4	·	-11	-28
COC(=O)c1ccc(OC)c(CSc2nnc(COc3ccc(OC)cc3)o2)c1	-1	-4	-2.4	-0.3	-1.8	-3	0	-1.7	-1.3	3	-1
COc1ccc(-c2cc(NC=O)c3ncc(-c4cc(OC)c(OC)c(OC)c4)n3c2)c(OC)c1	-1	-4	-2.1	-1.5	-1.8	-57	0	-1.7	·	-7	-47
COc1ccc(N2CCN(C(=O)c3ccc(Br)cc3)CC2)c([N+](=O)[O-])c1	5	0	0.2	-0.9	-2.0	-2	-2	-1.2	-0.7	2	2
CC(=O)c1cccc(NC(=O)C2CCCN2S(=O)(=O)c2cccc3cccnc23)c1 (stereo unspecified)	4	2	-1.8	-0.5	-1.3	-3	-2	1.2	-0.4	1	-5
Cc1noc(C)c1COc1ccc(C(=O)OCC(=O)OC(C)(C)C)cc1	4	-5	1.7	-1.0	-1.0	5	-1	-0.5	1.1	2	1
CCN1CCN(C(c2ccccc2)c2nnnn2CCc2ccc(OC)c(OC)c2)CC1 (stereo unspecified)	-1	9	0.8	-0.2	-1.0	2	-3	0.0	-0.5	-7	8
Cc1cc(Br)cc2c(C(=O)NCC3CCCO3)cc(-c3ccccc3)nc12 (stereo unspecified)	8	1	-0.2	1.0	-0.8	0	2	-1.4	-0.1	3	3
NC(=O)c1ccsc1NC(=O)COC(=O)Cc1ccc(F)cc1	0	3	-1.7	-0.6	-1.5	-2	-5	-1.7	1.4	-1	-6
Cc1cc(C)c(OCCn2ccnc2)c(C)c1	5	3	1.5	0.5	-1.4	0	-3	1.9	1.2	-7	2
CN(Cc1cccc(Cl)c1Cl)CC(O)COc1ccccc1 (stereo unspecified)	0	-2	-2.2	0.0	-1.1	-6	0	-1.3	0.4	2	3
Cc1ccccc1Cn1cc(COC(=O)NCC(C)C)nn1	-2	1	-2.9	-0.7	-1.0	2	0	-2.3	·	2	3
CC(C)(C)OC(=O)N1CCCC(C(=O)Nc2ccc(C(=O)N3CCCC3)cc2)C1 (stereo unspecified)	-6	0	0.2	0.3	-1.4	-1	-1	-1.6	-0.7	0	-1
c1ccc2c(CSCc3nc4ccccc4[nH]3)cccc2c1	3	2	-3.7	-0.2	-1.8	3	-3	-2.0	-0.6	-2	2
Cc1nc2ccccc2c2nc(NC(=O)Cc3ccccc3)nn12	0	3	1.4	0.4	-1.0	-5	0	1.1	-0.9	-5	-2
C=CCNC(=O)/C(=C/c1ccccc1OCC)NC(=O)c1ccccc1	-2	1	3.8	-0.1	-0.8	-3	-4	2.5	-0.6	-4	-2
COc1c(Cl)ccc(Cl)c1C(=O)NC(=O)N1CCOCC1	-1	4	-1.8	0.8	-1.4	-2	-2	-0.6	-1.8	-10	-3
CCCn1c(=O)c(C(=O)NNC(=O)c2ccc(Cl)cc2Cl)c(O)c2ccccc21	3	3	0.2	0.3	-0.9	-1	-1	-2.1	0.1	-6	-3
COc1ccccc1NC(=O)CN1CCN(CC(=O)Nc2ccccc2F)CC1	3	0	1.2	1.2	-1.9	-1	-5	-2.4	-1.8	-42	9
COc1ccc(/C=C/C2=CC(C)(C)NC(=S)N2)cc1OC	4	-2	-3.5	0.0	-1.1	-15	-2	-1.7	-1.1	0	-11
COc1cccc(NC(=O)c2cnc(NS(=O)(=O)c3ccccc3)nc2)c1	1	2	1.2	-0.1	-1.1	4	-3	0.0	0.7	1	-2
CC1(C)CC(NC(=O)C(=O)NCCc2ccccc2)CC(C)(C)N1	-1	-3	-1.2	0.0	-2.1	-6	-6	1.6	-2.0	-4	1
O=C(Nc1cccnc1)c1cc(-c2cccs2)on1	3	-6	-1.9	-0.3	-1.1	1	-2	0.1	-0.8	2	3
CCOC(=O)N1N=C(C)CC1(O)c1ccc(Cl)cc1 (stereo unspecified)	-3	0	-0.6	-0.1	-1.4	-3	1	0.8	0.0	-3	1

Given with values under each structure: entries from further up.
Order of results – NR1D1 modulator	MBD2 inh	hgDAF12 agonist	DAX1 inh-1	ssDAF12 agonist	PLC-beta3 inh	SMARCA2 act	hcDAF12 agonist	DAX1 inh-2	ADAM17 inh	PLC-gamma1 inh
> C=CCNC(=O)/C(=C/c1ccccc1OCC)NC(=O)c1ccccc1
  -2	1	3.8	-0.1	-0.8	-3	-4	2.5	-0.6	-4	-2
> COc1c(Cl)ccc(Cl)c1C(=O)NC(=O)N1CCOCC1
  -1	4	-1.8	0.8	-1.4	-2	-2	-0.6	-1.8	-10	-3
> CCCn1c(=O)c(C(=O)NNC(=O)c2ccc(Cl)cc2Cl)c(O)c2ccccc21
  3	3	0.2	0.3	-0.9	-1	-1	-2.1	0.1	-6	-3
> COc1ccccc1NC(=O)CN1CCN(CC(=O)Nc2ccccc2F)CC1
  3	0	1.2	1.2	-1.9	-1	-5	-2.4	-1.8	-42	9
> COc1ccc(/C=C/C2=CC(C)(C)NC(=S)N2)cc1OC
  4	-2	-3.5	0.0	-1.1	-15	-2	-1.7	-1.1	0	-11
> COc1cccc(NC(=O)c2cnc(NS(=O)(=O)c3ccccc3)nc2)c1
  1	2	1.2	-0.1	-1.1	4	-3	0.0	0.7	1	-2
> CC1(C)CC(NC(=O)C(=O)NCCc2ccccc2)CC(C)(C)N1
  -1	-3	-1.2	0.0	-2.1	-6	-6	1.6	-2.0	-4	1
> O=C(Nc1cccnc1)c1cc(-c2cccs2)on1
  3	-6	-1.9	-0.3	-1.1	1	-2	0.1	-0.8	2	3
> CCOC(=O)N1N=C(C)CC1(O)c1ccc(Cl)cc1 (stereo unspecified)
  -3	0	-0.6	-0.1	-1.4	-3	1	0.8	0.0	-3	1

The listing continues:
SMILES	NR1D1 modulator	MBD2 inh	hgDAF12 agonist	DAX1 inh-1	ssDAF12 agonist	PLC-beta3 inh	SMARCA2 act	hcDAF12 agonist	DAX1 inh-2	ADAM17 inh	PLC-gamma1 inh
CC(C)c1cccc(-c2csc(C(O)c3ccco3)n2)c1 (stereo unspecified)	-2	1	3.5	1.5	-0.1	-21	9.2*	2.4	·	-5	-13
COCCNC(=O)C1CCC(=O)N(c2ccc(OC)cc2)C1c1ccc(OC)c(OC)c1 (stereo unspecified)	1	8	-1.7	0.3	-1.0	2	-2	-1.3	-0.6	-2	-1
CCOC(=O)c1nnc(-c2ccc(C)cc2)nc1Sc1ccc(Cl)cc1	0	0	-0.8	0.1	-0.8	5	1	0.4	2.7	3	0
CCCNC(=O)C(Cc1ccccc1)NC(=O)c1ccccc1 (stereo unspecified)	-4	-2	2.3	-0.4	-1.4	10	-1	-0.5	0.3	6	0
Cc1cc(=O)[nH]c(N/N=C/c2c(C)nn(-c3ccccc3)c2Cl)n1	3	0	-0.2	-1.5	-2.1	-6	-3	-2.9	-2.4	-3	0
Nc1ncnc2nn(C3OC(CO)C(O)C3O)nc12 (stereo unspecified)	6	-7	0.6	-1.1	-1.3	1	3	-0.4	1.9	-2	0
Cc1ccc(CNC(=O)c2ccccc2-n2cnnn2)cc1	-6	1	2.3	0.0	-1.0	-7	-4	0.6	2.3	-7	1
O=C(CN(c1ccccc1)S(=O)(=O)c1ccccc1[N+](=O)[O-])Nc1cccnc1	-3	0	3.2	-0.4	-0.8	-5	-1	-1.4	2.0	-2	-2
COc1ccc(S(=O)(=O)NCCSCc2ccco2)cc1OC	3	4	-1.1	-0.4	-1.9	-5	1	0.9	0.6	-3	-6
Cc1ccc(N(CC(=O)Nc2cc(Cl)ccc2Oc2ccccc2)S(C)(=O)=O)cc1C	-2	-1	0.4	0.2	-1.1	3	0	-2.9	1.0	2	2
COc1ccc(C(=O)[C@@H]2CC[C@](C)(C(=O)O)C2(C)C)cc1	-1	-1	1.8	-0.1	-1.0	-40	0	-0.5	1.4	0	2
C[C@@H]1CN([C@H](C)CO)C(=O)CCCn2nncc2CO[C@@H]1CN(C)S(=O)(=O)c1ccccc1F	4	0	-2.8	-1.1	-0.8	2	-3	0.1	1.4	-3	-3
CCOc1ccc(N(C(C)C(=O)N/N=C(\C)C(C)(C)C)S(C)(=O)=O)cc1 (stereo unspecified)	-3	-6	-1.7	0.7	-1.2	0	0	-2.9	-0.7	-1	-2
CC(=O)Nc1ccc(NC(=O)C(C)OC(=O)CN2C(=O)C3CCCCC3C2=O)cc1 (stereo unspecified)	2	0	0.1	0.3	-1.0	-9	-2	-0.3	3.6	8	-3
COc1ccc(/C=N\NC(=O)C2COc3ccccc3O2)cc1O (stereo unspecified)	-8	0	2.1	-0.6	-0.9	-25	-4	1.0	1.3	-2	-12
Cc1nc([N+](=O)[O-])cn1CC(=O)c1ccccc1	-3	-5	-3.0	0.7	-1.4	-1	-3	-0.4	-0.3	-5	1

From PubChem BioAssay
